Screening results deposited in PubChem by Johns Hopkins Ion Channel Center.
KCNQ2 block: KCNQ2 potassium channel inhibitors, primary screen, cell-based, CHO-K1, FluxOR thallium flux, B-score (AID 2156); Potassium voltage-gated channel subfamily KQT member 2 (Rattus norvegicus), O88943; B-score at 10 µM; actives 1.1% (n = 310,000); 20 min; active compounds read low;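 active means fluorescence ratio B-score at most minus 3 library SDs, with starting brightness B-score within 2 library SDs, cut at about -5.5 in these data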
Target sequence (O88943 whole entry, looked up): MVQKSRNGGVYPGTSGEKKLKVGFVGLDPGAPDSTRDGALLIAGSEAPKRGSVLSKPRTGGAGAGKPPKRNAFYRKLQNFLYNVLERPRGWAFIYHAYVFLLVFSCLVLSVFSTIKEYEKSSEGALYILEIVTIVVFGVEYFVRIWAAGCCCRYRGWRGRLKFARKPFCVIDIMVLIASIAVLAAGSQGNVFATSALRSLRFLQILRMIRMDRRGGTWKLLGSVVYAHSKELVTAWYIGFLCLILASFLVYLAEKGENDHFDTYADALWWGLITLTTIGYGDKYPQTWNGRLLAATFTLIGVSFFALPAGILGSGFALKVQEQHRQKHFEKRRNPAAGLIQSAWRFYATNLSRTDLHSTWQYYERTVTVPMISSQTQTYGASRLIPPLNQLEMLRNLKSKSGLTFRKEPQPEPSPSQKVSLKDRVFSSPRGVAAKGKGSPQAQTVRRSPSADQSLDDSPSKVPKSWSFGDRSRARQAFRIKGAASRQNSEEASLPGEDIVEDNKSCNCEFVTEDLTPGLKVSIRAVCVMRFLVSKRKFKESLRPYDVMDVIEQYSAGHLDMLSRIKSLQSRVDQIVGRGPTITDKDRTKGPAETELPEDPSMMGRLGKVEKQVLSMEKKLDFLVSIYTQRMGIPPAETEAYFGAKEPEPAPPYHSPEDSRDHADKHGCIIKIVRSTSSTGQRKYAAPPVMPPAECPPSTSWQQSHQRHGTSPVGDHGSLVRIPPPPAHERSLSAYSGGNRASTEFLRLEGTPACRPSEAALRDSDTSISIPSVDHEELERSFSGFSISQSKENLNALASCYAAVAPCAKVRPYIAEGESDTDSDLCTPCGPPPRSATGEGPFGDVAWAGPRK
CHT block: inhibitors of human choline transporter CHT. CHT-expressing cells, membrane potential dye, choline response; active compounds read low. High affinity choline transporter 1 (Homo sapiens), Q9GZV3. actives 0.86% (n = 310,000). B-score at 10 µM;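 active means B-score over 3 SD under the library average, and starting fluorescence ratio not unusually high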;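 further: choline stimulus applied at its EC90 after an EC20 pre-addition; B-score computed on integrated fluorescence ratio after choline addition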
Active calls of the source: *; i = inactive; . = no result given.

Every second line gives: KCNQ2 block	CHT block
O=C(c1c[nH]c(C(=O)C(Cl)(Cl)Cl)c1)c1ccccc1Br
→ i	i
COc1ccc(OCc2cc(C(=O)NCCc3ccccc3)no2)c(Cl)c1
→ i	i
CC(=NCc1cccnc1)C1=C(O)c2ccccc2C1=O
→ i	i
CCCNC(=O)CNC(=S)N(Cc1cc(OC)c(OC)c(OC)c1)C1CCCC1
→ i	i
Cc1cc(C)c2nc(-c3cccnc3)cc(C(=O)NC(C)c3cnn(C)c3C)c2c1 (stereo unspecified)
→ -7.96*	i
CCOC(=O)c1c(NC(=O)c2nn(CC)cc2Br)c(C#N)nn1-c1ccccc1
→ i	i
COCCC(=O)N1CCC(Oc2ccc(C(=O)NCc3csc(C)n3)cc2)CC1
→ i	i
Cc1cc(C(=O)CSc2nn3c(=O)c(C(C)(C)C)nnc3s2)c(C)n1-c1ccc(F)cc1
→ i	i
CSc1ncccc1C(=O)NCC12CC3CC(CC(C3)C1)C2
→ i	i
Fc1ccc(C(c2nnnn2C2CCCC2)N2CCN(Cc3ccccc3)CC2)cc1 (stereo unspecified)
→ i	.
CC(C)(C)n1nc2c(c1NC(=O)c1ccc(F)c(F)c1)CS(=O)(=O)C2
→ i	i
CC(=O)CCC(=O)OCC(=O)c1ccc(C(F)(F)F)cc1
→ i	i
CCCCC(=O)NNC(=S)NC(=O)c1cccc([N+](=O)[O-])c1
→ i	i
O=C(CC1SC(=Nc2ccccc2)N(CCCO)C1=O)Nc1ccc(Cl)cc1 (stereo unspecified)
→ i	i
O=S1(=O)CCN2C=C(Cl)C=C(Cl)C2=N1
→ i	i

Brought forward from above: 3 compounds, then new ones.
Every second line gives: KCNQ2 block	CHT block
CCCCC(=O)NNC(=S)NC(=O)c1cccc([N+](=O)[O-])c1
→ i	i
O=C(CC1SC(=Nc2ccccc2)N(CCCO)C1=O)Nc1ccc(Cl)cc1 (stereo unspecified)
→ i	i
O=S1(=O)CCN2C=C(Cl)C=C(Cl)C2=N1
→ i	i
CCN1C(=O)CC(n2c(C)nc3ccccc32)C1=O (stereo unspecified)
→ i	i
O=C(Cc1ccccc1)NC1(Cc2ccc(O)cc2)CCCCC1
→ i	i
Cc1ccc(NCC(O)C(O)C(O)CO)c(N=Nc2ccccc2)c1C (stereo unspecified)
→ i	i
N#CCCN1CCN(Cc2ccccc2)CCC1=O
→ i	i
O=C(Nc1ccncc1)c1ccc2c(c1)S(=O)(=O)c1ccccc1C2=O
→ i	i
CC(=O)Nc1ccc2oc(-c3cc(F)c(F)cc3Cl)nc2c1
→ i	i
COc1ccc(N2C(=O)C(CN3CCN(C)CC3)C2c2ccccc2)cc1 (stereo unspecified)
→ i	i
COc1ccc(/C=C/c2cc(-c3ccc(C)cc3)o[n+]2C)cc1
→ i	i
CCCCCn1c(SCCOCC)nc2c1c(=O)[nH]c(=O)n2C
→ i	i
Cc1cc(C(=O)Cn2nnc(-c3ccc(Cl)cc3)n2)c(C)n1CC1CCCO1 (stereo unspecified)
→ i	i
CCCc1nc(Nc2nc3ccccc3o2)nc(C)c1C(=O)OCC
→ i	i
COc1ccc(CCNC(=O)COC(=O)COc2ccc(Cl)cc2)cc1OC
→ i	i
CCCC(=O)Nc1ccc(C(N)=O)cc1
→ i	i
O=C1c2ccccc2-c2c1cccc2C(=O)N1CCOCC1
→ i	i
CC(C)Cn1c(-c2nn(C)cc2Cl)n[nH]c1=S
→ i	i
Cc1cccnc1NC(=O)C1CCN(S(=O)(=O)c2ccc3ccccc3c2)CC1
→ i	i
CCc1cccc(C)c1NC(=O)CSc1nc(C)c(C)o1
→ i	i
COCCNC(=O)/C(C#N)=C/c1c(N2CCN(c3ccccc3)CC2)nc2ccccn2c1=O
→ i	i
CCn1c(SCC(=O)N2CCN(S(=O)(=O)c3ccccc3)CC2)nnc1-c1cccs1
→ i	i
CSc1ccc(/C=N/n2nnnc2N)cc1
→ i	i
Cc1ccc(/C=N/NC(=O)c2cccc(NC(=O)c3ccccc3Cl)c2)o1
→ i	i
O=C(O)c1cc(Cl)c(Cl)cc1C(=O)Nc1cccc2ncccc12
→ i	i
O=C(c1ccc2oc(Cc3ccc(Cl)cc3)nc2c1)N1CCCCC1CCO (stereo unspecified)
→ i	i
C=C(C)Cn1c(-c2cccs2)n[nH]c1=S
→ i	i
Cc1cccc(OC(C)C(=O)N2CCCN(C)CC2)c1C (stereo unspecified)
→ i	i
O=C(COc1ccccc1C(=O)Nc1ccccc1)c1ccc(Br)cc1
→ i	i
Cc1ccccc1CNS(=O)(=O)c1ccc2c(c1)C(C)(C)C(=O)N2C
→ i	i
CC(C)N1CCC(N2CCN(Cc3ccc(Oc4ncccn4)cc3)CC2CCO)CC1 (stereo unspecified)
→ i	i
Cc1nn(-c2c(Cl)cc(Cl)cc2Cl)c(=O)c2ccccc12
→ i	i
CCOc1ncccc1C(=O)NCCCSc1ccccc1
→ i	i
Cc1cc(NC(=O)c2cccnc2)ccc1NC(=O)c1cc2ccccc2o1
→ i	i
CCCCNC(=O)NS(=O)(=O)c1ccc(NS(=O)(=O)c2ccccc2)cc1
→ i	i
O=C(C1CCN(S(=O)(=O)N2CCOCC2)CC1)N1CCOCC1
→ i	i
O=C(NC1CCCC1)c1ccc2c(c1)S(=O)(=O)c1ccccc1C2=O
→ i	i
COc1cc(C(=O)N2CCN(c3ccc(C)cc3C)CC2)cc(OC)c1OC
→ i	i
COc1ccc(N(C(=O)c2cccc(OC)c2OC)C2C=CS(=O)(=O)C2)cc1 (stereo unspecified)
→ i	i
S=C(NCCCc1ccccc1)Nc1ccccc1Cl
→ i	i
CC(C)N(Cc1cc2ccccc2[nH]c1=O)C(=O)C(C)(C)C
→ i	i
O=C(Nc1ccccc1O)c1ccc2c(c1)C(=O)N(c1ccccc1)C2=O
→ i	i
CCOC(=O)C1=C(COc2ccc(F)cc2Cl)NC(=O)NC1c1cc(C)ccc1C (stereo unspecified)
→ i	i
COc1ccc(C(=O)NCCCN(C)CCCNC(=O)c2ccc(OC)cc2)cc1
→ i	i
O=C(COC(=O)CNS(=O)(=O)c1c(Cl)cccc1Cl)Nc1ccccc1Sc1ccccc1
→ i	i
CCOc1ccccc1N1CCN(C(=O)c2c(Cl)cnn2C)CC1
→ i	i
CN=C1SC(CC(=O)Nc2ccccc2F)C(=O)N1/N=C/c1ccc(O)c(OC)c1 (stereo unspecified)
→ i	i
Cc1cc(C)c2nc(-c3ccccn3)cc(C(=O)N3CCCC3)c2c1
→ i	i
Cc1ccccc1N=C(NOCc1ccccc1)c1nonc1N
→ .	i
CCOC(=O)N/N=C\C=C\c1ccco1
→ i	i
COc1ccccc1/C=N/NC(=O)COCC(=O)N/N=C/c1ccccc1OC
→ i	i
CCc1cc(SC#N)cc(C)c1N
→ i	i
CCOC(=O)Cc1ccc2sc(-c3ccccc3)nc2c1
→ i	i
O=c1[nH]c2ccccc2nc1/C=C(\O)C(F)F
→ i	i
Cc1ccc(S(=O)(=O)N2CCN(C(=O)COc3ccc(-c4nnco4)cc3)CC2)cc1
→ i	i
COc1ccc(Cl)cc1C(=O)NNC(=O)CSc1nnc2ccccn12
→ i	i
CCN(CC)C(=O)c1sc(NC(=O)Cc2ccccc2)c(C#N)c1C
→ i	i
N#Cc1c(N(CCO)CCO)nc(N)c2c(N)nc3c(c12)CC(=O)N3Cc1cccs1
→ i	i
C=CCOC(=O)C1=C(C)NC(C)=C(C(=O)OCC=C)C1c1cn(-c2ccccc2)nc1-c1ccco1
→ i	i
CCOc1ccc(C(=O)Nc2ccc(S(=O)(=O)N3CCOCC3)cc2)cc1OCC
→ i	i
O=C(NCc1ccc(C(=O)O)cc1)OCc1ccccc1
→ i	i
O=C([C@@H]1Cc2ccccc2CN1)N1CCN(Cc2ccccc2)CC1
→ i	i
COc1ccc(CNC(=O)C2CCCN(c3nn4c(=O)cc(C)nc4s3)C2)cc1 (stereo unspecified)
→ i	i

A stretch of the results above, as a working copy:
Every second line gives: KCNQ2 block	CHT block
CCN(CC)C(=O)c1sc(NC(=O)Cc2ccccc2)c(C#N)c1C
→ i	i
N#Cc1c(N(CCO)CCO)nc(N)c2c(N)nc3c(c12)CC(=O)N3Cc1cccs1
→ i	i
C=CCOC(=O)C1=C(C)NC(C)=C(C(=O)OCC=C)C1c1cn(-c2ccccc2)nc1-c1ccco1
→ i	i
CCOc1ccc(C(=O)Nc2ccc(S(=O)(=O)N3CCOCC3)cc2)cc1OCC
→ i	i
O=C(NCc1ccc(C(=O)O)cc1)OCc1ccccc1
→ i	i

Later entries.
Every second line gives: KCNQ2 block	CHT block
COc1cccc(/C=N/NC(=O)C(=O)NCc2ccco2)c1O
→ i	i
COc1ccc(C(c2sc3nc(C)nn3c2O)N2CCC(O)CC2)cc1OC (stereo unspecified)
→ i	i
O=C(CN(CC1CCCO1)C(=O)CCC(=O)Nc1ccccn1)NCC1CCCO1 (stereo unspecified)
→ i	i
COc1cc2c(C(=O)Nc3ccccc3F)cn(C)c(=O)c2cc1OC
→ i	i
CCN(CC)C(=O)CSc1nnc([C@@H](NC(=O)OC(C)(C)C)C(C)C)o1
→ i	i
COc1cccc(CNS(=O)(=O)c2ccc(S(=O)(=O)N3CCCC3)cc2)c1
→ i	i
C/C(N)=C(\C#N)C(=O)NCCc1ccccn1
→ i	i
CCOc1ccc(-c2c(C(=O)N/N=C/c3cccc(Br)c3)nnn2-c2nonc2N)cc1
→ i	i
CC1CCC2C(=O)N(c3ccccc3OC(=O)c3ccccc3F)C(=O)C2C1 (stereo unspecified)
→ i	i
Cc1cc(NC(=O)CN2CCCCC2C)no1 (stereo unspecified)
→ i	i
Cc1ccc2nc(SCC(=O)OCc3ccccc3)nc(=O)n2c1
→ i	i
CCOC(=O)c1[nH]c(C)c(/C(O)=C2\C(=O)C(=O)N(CCN(C)C)C2c2cccc(OC)c2OC)c1C (stereo unspecified)
→ i	i
COc1ccc(NC(=O)Nc2nnc(-c3ccccc3SCc3ccccc3)s2)cc1
→ i	i
Cc1noc(C)c1CSc1ccccc1C(=O)OC(C)C(N)=O (stereo unspecified)
→ i	i
Cn1cccc1C(=O)NCc1ccc(Cl)cc1
→ i	i
COC(=O)c1ccccc1NC(=O)COc1ccc(S(=O)(=O)N2CCCC2)cc1C
→ i	i
Cc1ccc(S(=O)(=O)c2nc(-c3ccccc3Br)oc2N(C)C)cc1
→ i	i
CC(NC(=S)NCCN1CCOCC1)C12CC3CC(CC(C3)C1)C2 (stereo unspecified)
→ i	i
O=C(Cc1ccc(Cl)cc1)NNC(=O)c1cnccn1
→ i	i
COc1ccc(C(C(=O)NCC2CCCO2)N(C(=O)Cn2nnc3ccccc32)c2ccc(NC(C)=O)cc2)cc1 (stereo unspecified)
→ i	i
CCOC(=O)c1cnc2ccccc2c1NCCc1ccc(OC)c(OC)c1
→ i	i
CC(C)NC(=O)COc1coc(CN2CCN(c3ccccc3)CC2)cc1=O
→ i	i
CCOc1ccc(Nc2nc(NCCN3CCOCC3)nc(OC)n2)cc1
→ i	i
CCN1CCN(C(=O)CCc2nnc3ccc(N4CCC5(CC4)OCCO5)nn23)CC1
→ i	i
COc1ccc(NC(=O)CSc2nnc(C)n2Cc2ccccc2)cc1
→ i	i
NC(=O)c1cccnc1Nc1cccc([N+](=O)[O-])c1
→ i	i
C/C(=N\NC(=S)NC1CCCCC1)c1ccc(OC(F)F)cc1OC(F)F
→ i	i
Cn1cc(S(=O)(=O)N2CCC(C(N)=O)CC2)c(=O)n(C)c1=O
→ i	i
CCOc1ccc(CNS(=O)(=O)c2cc(CN3C(=O)c4cccnc4C3=O)ccc2OC)cc1
→ i	i
COc1ccc(N/C=C/C(=O)c2sc(-c3ccccc3)nc2C)cc1
→ i	i
COc1ccc(CN2CCNC(=O)C2CC(=O)N(C)CCCN2CCOCC2)cc1C (stereo unspecified)
→ i	i
OC(c1ccc(Cl)cc1)C(O)c1nc2ccccc2[nH]1 (stereo unspecified)
→ i	i
COc1cc(NC(=O)CSc2nc(=O)n(CCCN3CCOCC3)c3c2CCC3)cc(OC)c1
→ i	i
Cc1ccc(S(=O)(=O)NCc2ccncc2)cc1C(=O)NCC(C)C
→ i	i
Cc1csc(SCC(=O)Nc2ccccc2)n1
→ i	i
CCc1noc(C)c1C(=O)Nc1ccc(S(=O)(=O)N2CCCCC2)cc1
→ i	i
COc1ccccc1C1=NN(C(=S)Nc2ccccc2)C(c2ccco2)C1 (stereo unspecified)
→ i	i
CCOC(=O)C1(CCCc2ccccc2)CCN(C(=O)Cn2nc(C)nc2C)CC1
→ i	i
COc1cc(OC)cc(N2CCN(S(=O)(=O)c3ccc(-n4cnnn4)cc3)CC2)c1
→ i	i
COc1ccc(C(=O)NC(=S)NNC(=O)Cc2cccs2)cc1
→ i	i
CC(=O)NNc1ncnc2c1cnn2-c1ccc(C)cc1
→ i	i
CCOC(=O)CN(C(=O)Cn1nnc(-c2ccc(OC)cc2)n1)C(C(=O)NC1CCCC1)c1ccc(F)cc1 (stereo unspecified)
→ i	i
COc1ccc(NC(=O)c2ccc3c(=O)n(CC4CCCO4)c(=S)[nH]c3c2)c(OC)c1 (stereo unspecified)
→ i	i
COc1ccc(C(=O)N2CCN(C(=O)C3COc4ccccc4O3)CC2)cc1OC (stereo unspecified)
→ i	i
CC(C)c1ccc(/C=N/n2c(-c3ccccc3)n[nH]c2=S)cc1
→ i	i
CCOC(=O)C1(Cc2ccc(Cl)cc2)CCN(CCCn2cccn2)CC1
→ i	i
O=C(CSc1nnnn1C1CCCCC1)Nc1ccc(F)cc1
→ i	i

2 entries from above, with values ahead of the structure:
KCNQ2 block,CHT block,Molecule
i,i,CCCCC(=O)NNC(=S)NC(=O)c1cccc([N+](=O)[O-])c1
i,i,CCc1noc(C)c1C(=O)Nc1ccc(S(=O)(=O)N2CCCCC2)cc1
